GSK3beta inhib: inhibitors of human GSK3beta kinase; activity score (negative = inhibition), % at 10 µM; AID 2097; GST-GSK3beta kinase, ADP-Glo luminescence, 60 min; active compounds read low; 300,000 tested, 0.038% active;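 active means more than half of replicate wells score below -50%, meaning over 50% inhibition versus plate controls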;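 further: 0% = median DMSO wells and -100% = median GW8510 positive control wells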
Target sequence (P49841 whole entry, looked up): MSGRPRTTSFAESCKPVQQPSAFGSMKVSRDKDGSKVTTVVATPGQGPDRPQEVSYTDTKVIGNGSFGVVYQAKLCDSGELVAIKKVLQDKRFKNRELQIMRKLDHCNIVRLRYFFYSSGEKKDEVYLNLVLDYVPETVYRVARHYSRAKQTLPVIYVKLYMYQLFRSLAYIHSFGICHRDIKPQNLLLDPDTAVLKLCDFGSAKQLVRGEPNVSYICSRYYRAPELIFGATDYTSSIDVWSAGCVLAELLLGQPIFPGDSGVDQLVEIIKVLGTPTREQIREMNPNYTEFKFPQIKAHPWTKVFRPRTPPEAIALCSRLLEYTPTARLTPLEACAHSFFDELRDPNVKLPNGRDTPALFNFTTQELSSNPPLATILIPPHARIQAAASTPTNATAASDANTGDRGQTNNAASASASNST
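Test system – GST-tagged human GSK3beta kinase, cell-free · Incubation – 60 min enzyme reaction, room temperature · Signal – ADP-Glo luminescence · Also added – peptide substrate and ATP at 25 µM · Controls – DMSO neutral wells and GW8510 at 20 µM as positive · Buffer or medium – Tris/MgCl2 kinase buffer · Measure – Luminescence-derived activity versus plate DMSO and GW8510 wells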
HSF-1 act: increases HSF-1 driven luciferase reporter signal. activation, % at 9 µM. NIH3T3-HGL HSF-1 luciferase reporter, MG132, 8 h; 100% = twice DMSO control signal. 300,000 tested, 1.7% active;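 active means mean replicate activation of at least 50% with a set share of replicates each reaching 50%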;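 further: 0% = median of the neutral control wells and 100% = twice that signal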
DYRK1A inh: inhibitors of rat Dyrk1A kinase; ADP-Glo luminescence, NFATc1 peptide; 310,000 tested, 0.43% active; AID 504441; inhibition, % at 12.5 µM; Q63470; in the data active means inhibition above about 50%;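 further: plate controls were vehicle with enzyme for no effect and no enzyme for full effect; many of its hits are not listed in these tables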
KLF5 inhibitor: suppresses KLF5 promoter-driven expression; 290,000 tested, 0.23% active; AID 1700; inhibition, % at 5 µM; DLD-1 KLF5 promoter-luciferase reporter, luminescence;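 active means inhibition above a per-plate limit of that plate's mean compound inhibition plus 3 SD, cut at about 60% in these data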;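 further: 0% = DMSO wells and 100% = LY294002 at 200 µM; higher means less KLF5 promoter-driven luciferase light; inactives centre near -14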
aSyn 5UTR inh: 5' untranslated region of α-synuclein, MLPCN primary screen | alpha-synuclein 5'UTR reporter, inhibitor activity | inhibition, % (tested at 7.5 µM) | 300,000 tested, 0.82% active | AID 1813; in the data active means inhibition above about 60%;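 further: H4 neuroglioblastoma cells stably carrying SNCA 5'UTR luciferase fusion; 0% = DMSO wells and 100% = positive control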
HSP90 refold inh: HSP90 refolding inhibition in rabbit reticulocyte lysate; luciferase refolding luminescence, 3 h; inhibition, % at 5.6 µM; AID 1789; 290,000 tested, 0.91% active;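 active means inhibition above the screen-wide mean plus 3 SD, computed separately per campaign, cut at about 16% in these data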;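 further: 0% = DMSO wells and 100% = 60 µM geldanamycin wells; inhibitors lower the luminescence because luciferase stays unfolded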
HSF1 inhib: HSF1 inhibition; NIH3T3-HGL HSE-luciferase, MG132-induced, luminescence 8 h; active compounds read low; AID 2098; activity change, negative = inhibition, % at 7.5 µM (by protocol); 300,000 tested, 0.77% active;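 active means more than half of replicate wells show activity change below -50%, luminescence cut by over half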;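 further: luciferase reports HSF-1 transcriptional activity via heat shock element; 0% = median of DMSO wells and -100% = zero luminescence signal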
Platelet DG rel: modulates dense granule release in human platelets | human platelet-rich plasma, SFLLRN dense granule ATP release, luminescence | inhibition, %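 (compounds screened at 7.5 µM in platelet-rich plasma)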 | 300,000 tested, 0.22% active | AID 1663;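 active means mean replicate score, as percent of positive control, at or above 50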
GSK3A inh: inhibitors of human GSK-3 alpha kinase. AID 2650. P49840. 320,000 tested, 0.1% active. inhibition, % at 10 µM. ADP-Glo luminescence, 60 min;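 in the data active means inhibition above about 50%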;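 further: GST-tagged GSK-3 alpha with peptide substrate and 25 µM ATP; 0% = DMSO neutral wells and 100% = GW8510 positive control wells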
Target sequence (P49840 whole entry, looked up): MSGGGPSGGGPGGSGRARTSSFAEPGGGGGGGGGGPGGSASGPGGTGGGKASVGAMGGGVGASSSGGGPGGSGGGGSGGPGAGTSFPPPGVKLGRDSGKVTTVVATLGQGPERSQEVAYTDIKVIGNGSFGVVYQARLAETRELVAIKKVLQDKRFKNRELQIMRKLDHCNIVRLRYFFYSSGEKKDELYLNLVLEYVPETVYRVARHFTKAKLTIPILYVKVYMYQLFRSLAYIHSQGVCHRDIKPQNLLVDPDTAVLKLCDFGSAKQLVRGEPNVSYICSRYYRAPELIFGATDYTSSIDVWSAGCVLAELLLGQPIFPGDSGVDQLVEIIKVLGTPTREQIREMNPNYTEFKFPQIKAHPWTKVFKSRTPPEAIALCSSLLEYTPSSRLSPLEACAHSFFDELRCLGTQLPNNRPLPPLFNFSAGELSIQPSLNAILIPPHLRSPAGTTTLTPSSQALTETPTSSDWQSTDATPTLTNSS
IEC-6 cytotox: IEC-6 cytotoxicity, counter-screen for KLF5 inhibitors. inhibition, % at 5 µM. luminescence viability. 290,000 tested, 0.78% active. AID 1825; in the data active means inhibition above about 22%;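 further: 0% = plate median of test compound wells and 100% = cytotoxic reference compound wells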
* marks the source's active call; other numbers are inactive results; x = no result given.

smiles	GSK3beta inhib	HSF-1 act	DYRK1A inh	KLF5 inhibitor	aSyn 5UTR inh	HSP90 refold inh	HSF1 inhib	Platelet DG rel	GSK3A inh	IEC-6 cytotox
Cc1ccnc(NC2OC(=O)c3ccccc32)c1 (stereo not drawn)	1	-1	3	-8	-45	-2	1	-3	-1	4
CCOC(=O)Cn1c(=O)oc2cc(S(=O)(=O)NCCCc3ccccc3)ccc21	3	8	-3	-25	-9	-4	3	0	0	-3
O=C(C1=C[C@H](c2ccc3c(c2)OCO3)C[C@H](OCc2ccc(CO)cc2)O1)N1CCOCC1	5	-7	-1	-9	12	-2	-2	3	0	-2
CC1(C)Cc2c(cnn2-c2ccc(F)cc2)C(NC(=O)c2cnccn2)C1 (stereo not drawn)	4	-4	1	-33	2	-3	-7	4	-4	6
Nc1nnc(SCC(=O)NCCNC(=O)CSc2nnc(N)s2)s1	x	6	x	x	5	x	-3	-7	3	x
CCOC(=O)C(Cc1c[nH]c2ccccc12)NC(=O)c1ccco1 (stereo not drawn)	1	13	-3	-10	23	-1	4	9	-1	0
O=C(COC(=O)CN1C(=O)C2CCCCC2C1=O)Nc1cc(S(=O)(=O)N2CCOCC2)ccc1Cl (stereo not drawn)	1	2	0	-2	6	-3	-2	9	x	-3
COc1ccccc1CN1CC(C(=O)NCc2cc(C)on2)CCC1=O (stereo not drawn)	2	22	23	-20	-9	-1	0	-7	0	-4
O=C(c1ccco1)N1CCN(C(=O)C(c2ccccc2)c2ccccc2)CC1	1	-5	-6	-10	0	-2	2	4	-1	-1
COC(=O)C1=C(C)NC(C)=C(C(=O)OC)C1C(=O)OCc1nnc(-c2ccccc2)o1	2	-15	10	x	9	x	-5	-7	-1	x
COCCNC(=O)C(OC(=O)CC1Sc2ccccc2NC1=O)c1ccccc1 (stereo not drawn)	3	10	-7	-3	20	2	3	0	-5	3
C=CCOn1c(=O)c(-c2cccs2)[n+]([O-])c2ccccc21	1	48	3	-5	9	-4	16	3	3	-1
CC(C)C[C@@H](CO)N1CCN(CC(C)C)CCC1=O	-1	-15	7	-31	-4	-4	-4	1	-2	-8
Cc1ccc(C(=O)Nc2ccc(Cc3ccncc3)cc2)cc1[N+](=O)[O-]	-1	2	1	-4	-32	-2	0	15	-1	-6
Cc1ccc(C(=O)NC2CCCCCCC2)c(Cl)c1	-2	7	-3	26	44	42*	11	-7	-3	2
CC(=O)c1ccc(NC(=O)C(C)n2nc(-c3ccccc3)c3cc(Cl)ccc32)cc1 (stereo not drawn)	-4	-73	8	16	-35	2	-67*	5	1	2
CN(C)/C=N/c1sccc1C(N)=O	-2	-1	14	-31	7	1	-2	x	18	-3
Cc1cccc(N2CCN(S(=O)(=O)c3ccc4c(c3)NC(=O)C(C)S4)CC2)c1C (stereo not drawn)	1	6	0	-2	-8	7	9	20	1	-3
CCOC(=O)N1CCN(C(=O)Cc2ccc(C)cc2)CC1	3	-6	1	-27	-28	1	-3	3	4	4
O=C(Cc1csc(NC(=O)c2ccccc2)n1)NO	1	-7	1	-10	0	1	-4	-2	3	2
CCOC(=O)CSC1=C(C#N)C(c2ccccc2OC)CC(=O)N1 (stereo not drawn)	-2	33	-2	-121	-12	3	5	10	2	13
O=C(c1cc(S(=O)(=O)N2CCOCC2)ccc1Cl)N1CCC(Cc2ccccc2)CC1	x	7	6	x	14	x	-2	-7	-3	x
COC(=O)c1cc(=O)n(CCc2ccc(OC)c(OC)c2)c(=Nc2ccc(F)c(Cl)c2)s1	-1	-10	0	-7	-53	-1	0	10	0	-6
CCOC(=O)C(=O)NCC(c1ccco1)S(=O)(=O)c1cccs1 (stereo not drawn)	0	-8	-10	x	7	x	1	-23	-2	x
O=C(NC1=NCCS1)c1ccc(N2CCCC2=O)cc1	0	1	-2	-18	-54	-2	-3	12	-1	0

Entries of single compounds as entered above. Values in the order: GSK3beta inhib, HSF-1 act, DYRK1A inh, KLF5 inhibitor, aSyn 5UTR inh, HSP90 refold inh, HSF1 inhib, Platelet DG rel, GSK3A inh, IEC-6 cytotox
`O=C(c1cc(S(=O)(=O)N2CCOCC2)ccc1Cl)N1CCC(Cc2ccccc2)CC1` is entered as x, 7, 6, x, 14, x, -2, -7, -3, x
`CCOC(=O)CSC1=C(C#N)C(c2ccccc2OC)CC(=O)N1` (stereo not drawn) is entered as -2, 33, -2, -121, -12, 3, 5, 10, 2, 13
`CCOC(=O)N1CCN(C(=O)Cc2ccc(C)cc2)CC1` is entered as 3, -6, 1, -27, -28, 1, -3, 3, 4, 4
`CC(C)C[C@@H](CO)N1CCN(CC(C)C)CCC1=O` is entered as -1, -15, 7, -31, -4, -4, -4, 1, -2, -8
`CC1(C)Cc2c(cnn2-c2ccc(F)cc2)C(NC(=O)c2cnccn2)C1` (stereo not drawn) is entered as 4, -4, 1, -33, 2, -3, -7, 4, -4, 6

(continued)
smiles	GSK3beta inhib	HSF-1 act	DYRK1A inh	KLF5 inhibitor	aSyn 5UTR inh	HSP90 refold inh	HSF1 inhib	Platelet DG rel	GSK3A inh	IEC-6 cytotox
N#C/C(=C/c1ccc(N2CCCCCC2)o1)c1ccc(F)cc1	3	114*	6	1	-111	2	93	16	-2	1
CC(C)(C)c1ccc(C(=O)NNC(=O)c2ccncc2)cc1	1	5	-3	-10	-30	0	2	22	3	2
COc1ccc2[nH]c(=S)cc(C)c2c1	3	-14	3	-15	17	-6	-4	16	-5	2
Cc1cccc2c(N)c3c(nc12)CCCC3 (tested in a mixture with another compound)	x	x	1	-5	x	-1	x	x	x	1
CC(NC(=O)[C@H](C)NC(=O)N1CCn2c1nc1ccccc12)c1ccccc1 (stereo partly drawn)	3	-8	2	-23	-10	-1	-3	6	3	-1
Cc1ccc(S(=O)(=O)NNC(=O)c2ccoc2C)cc1	2	-28	-10	-8	6	-2	-7	19	-2	1
COc1cc(Cl)c(NS(=O)(=O)c2c(C(=O)N3CCCC3)c(C)n(C)c2C)c(OC)c1	-2	-1	7	-18	8	-4	-1	-3	-2	-3
CCCCCCc1cc2cc(C(=O)Nc3ccccc3OC)c(=O)oc2cc1O	-3	-5	-7	15	14	-4	0	6	-4	-6
N#C/C(=C\Nc1ccccc1SC(F)(F)F)c1nc(-c2ccc(Cl)cc2)cs1	2	8	5	8	14	5	-5	3	9	3
O=C(Nc1cc2c(cc1Br)OCCO2)c1cccs1	1	34	7	-106	-142	3	14	6	6	3
CCOc1ccccc1CN1CCNC(=O)C1CC(=O)NCCc1ccccn1 (stereo not drawn)	4	11	-1	10	-4	-1	1	2	1	0
CC(C)=CCc1c(O)cc2oc3c(CC=C(C)C)c(O)c(O)c(CC=C(C)C)c3c(=O)c2c1O	-6	1	5	x	62*	x	8	-2	4	x
COc1ccc(-c2c(C)oc3ccc(C)cc23)cc1	-5	-6	7	-13	-50	-2	1	-1	-1	-2
CCN(c1ccccc1)S(=O)(=O)c1ccc(Cl)c(NC(=O)Nc2ccc(Cl)cc2C#N)c1	6	21	2	-1	-10	-8	18	20	1	-2
O=C(C(c1ccccc1)c1ccccc1)N1CCN(CC(O)COc2ccccc2)CC1 (stereo not drawn)	3	-9	-5	-18	8	-1	0	1	-1	-5
CCC1=C2CC[C@H]3C(=O)N(C)C(=O)[C@H]3[C@H]2[C@@]2(Cc3ccccc3)C(=NCC(=O)OC)OC(=O)N2C1=O	-3	-3	30	x	5	x	-1	4	0	x
CCOC(=O)C1CCN(Cc2cccc(Oc3ccc(Cl)cc3)c2)CC1	0	-5	x	-1	11	1	-6	-5	2	-2
CCNc1nc(NCC)n2c(SCC(=O)Nc3ccc(OC)c(OC)c3)nnc2n1	2	-2	-4	x	0	x	-2	9	1	x
COCC(C)n1c(SCc2nc(N)nc(Nc3ccccc3C)n2)nc2ccccc2c1=O (stereo not drawn)	0	-18	1	-3	13	-3	1	0	1	-5
CCOc1ccc(-c2cc(C(=O)N/N=C(\C)c3cccnc3)c3ccccc3n2)cc1	-2	1	-6	-19	-92	28*	9	1	0	36*
CC(C)CNC(=S)NC(=O)c1ccc(F)cc1	1	17	-6	-12	-150	-4	7	8	0	6
CCN(CC)c1ncc(C)c(=O)[nH]1	1	-1	6	-13	6	2	-3	6	x	-4
CC1CCC/C(=N/NC(=O)c2ccccc2-n2cccc2)C1 (stereo not drawn)	0	5	-2	-34	-21	2	-8	18	-3	1
O=C(c1cccc(C(F)(F)F)c1)N1CCC(=O)N(C(CO)Cc2ccccc2)CC1 (stereo not drawn)	-1	-4	0	x	32	x	-5	-11	2	x
CC(NC(=O)Nc1nccs1)(C(F)(F)F)C(F)(F)F	5	12	-3	-2	11	1	-9	2	0	1

Only GSK3beta inhib, for some of the entries so far:
SMILES | GSK3beta inhib
COc1ccc(-c2c(C)oc3ccc(C)cc23)cc1 | -5
CCN(c1ccccc1)S(=O)(=O)c1ccc(Cl)c(NC(=O)Nc2ccc(Cl)cc2C#N)c1 | 6
O=C(C(c1ccccc1)c1ccccc1)N1CCN(CC(O)COc2ccccc2)CC1 (stereo not drawn) | 3
CCC1=C2CC[C@H]3C(=O)N(C)C(=O)[C@H]3[C@H]2[C@@]2(Cc3ccccc3)C(=NCC(=O)OC)OC(=O)N2C1=O | -3
CCOC(=O)C1CCN(Cc2cccc(Oc3ccc(Cl)cc3)c2)CC1 | 0

More records
smiles	GSK3beta inhib	HSF-1 act	DYRK1A inh	KLF5 inhibitor	aSyn 5UTR inh	HSP90 refold inh	HSF1 inhib	Platelet DG rel	GSK3A inh	IEC-6 cytotox
Cc1ccc(CNC(=O)c2ccc(CNc3c(N4CCCC4)c(=O)c3=O)cc2)cc1	-1	-1	-2	-6	18	6	-3	-15	1	8
N=C1C(=O)OCC1c1cc(Cl)ccc1NC(=O)Nc1ccccc1 (stereo not drawn)	0	6	-3	-13	-7	1	-9	2	9	-2
COc1ccc(CC2C(=O)OC(C)(C)OC2=O)cc1	3	x	2	-23	x	6	x	x	-1	-2
O=C(Nc1ccc(N2CCOCC2)cc1)c1ccc2c(c1)OCO2	2	20	1	-44	-121	4	13	21	1	11
O=C(Cn1ncc2c1-c1ccccc1OC2)Nc1ccc(Cl)cn1	-13	-7	0	-9	17	1	3	0	14	3
CCOc1ccc(NC(=O)Nc2ccon2)cc1	-1	-5	0	-52	-116	6	1	31	7	14
COc1ccc(Cc2nnc(NC(=O)c3cc(OC)c(OC)c(OC)c3)s2)cc1	x	4	10	-11	-10	12	0	-8	-3	12
NC(=O)CN1CCN(S(=O)(=O)c2ccc(Cl)cc2)CC1	-1	-16	-1	-7	20	10	2	0	-1	4

From PubChem

An excerpt, so the mix of outcomes need not match the whole.
